# Bioassay records: PubChem, Sanford-Burnham Center for Chemical Genomics
# Jurkat NFkB inh: inhibitors of the PMA/ionomycin-induced NF-kB reporter in Jurkat cells; PMA/ionomycin-induced NF-kB luciferase reporter, luminescence; inhibition, % at 4 µM; hit rate 0.53% among 330,000; in the data active = inhibition above about 50%
# APJ antagonist: blocks the human apelin receptor APJ; AID 2521; CHO-K1 APJ beta-arrestin complementation, luminescence; P35414; hit rate 0.32% among 330,000; inhibition, % at 20 µM;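 active = inhibition above about 40% at 20 µM, limit read from the data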;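 also: cells challenged with 10 nM apelin-13 agonist together with compound; plate controls were apelin-13 plus DMSO wells for no effect and DMSO wells lacking apelin-13 for full effect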
# Target sequence (P35414 whole entry, looked up): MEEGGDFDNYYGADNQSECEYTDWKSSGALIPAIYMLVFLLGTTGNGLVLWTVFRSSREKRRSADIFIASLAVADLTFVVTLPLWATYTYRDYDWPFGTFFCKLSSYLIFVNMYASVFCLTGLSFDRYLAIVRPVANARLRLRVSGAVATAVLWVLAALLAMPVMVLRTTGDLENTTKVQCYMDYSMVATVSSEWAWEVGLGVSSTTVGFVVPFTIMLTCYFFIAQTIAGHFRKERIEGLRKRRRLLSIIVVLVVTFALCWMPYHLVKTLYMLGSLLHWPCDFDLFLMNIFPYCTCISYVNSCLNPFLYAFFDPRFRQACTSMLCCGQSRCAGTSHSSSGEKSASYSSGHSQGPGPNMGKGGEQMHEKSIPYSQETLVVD
# CHOP UPR activ: activators of apoptotic arm of unfolded protein response (CHOP) | CHO-CHOP luciferase reporter, UPR activation, luminescence; percent of tunicamycin response over DMSO baseline | hit rate 0.34% among 330,000 | activation, % at 10 µM;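 active = at 10 µM dose, activation of 40% or more, normalized to positive control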;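 also: 100% = tunicamycin at 10 µg/mL and 0% = DMSO alone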
#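 Dosing – one dose, 10 µM in 0.5% DMSO · System – CHO-CHOP cells, stable luciferase reporter of PERK-eIF2a-CHOP signalling · Input – 500 cells/well · Control set – tunicamycin 10 µg/mL final as positive, DMSO-only wells as negative · Timing – 6 h compound treatment, 37 °C · Measure – % activation vs tunicamycin · Technique – luminescence read with Steady-Glo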
# 697 NFkB inh: inhibitors of the PMA/ionomycin-induced NF-kB reporter in 697 B cells | 697 B-cell NF-kB luciferase reporter, 16 h | inhibition, % at 4 µM | hit rate 0.33% among 330,000 | AID 435022; in the data active = inhibition above about 35%
# XBP1 UPR activ: activators of adaptive arm of unfolded protein response (XBP1); CHO-XBP1 luciferase reporter, IRE1-XBP1 UPR activation, luminescence; percent of tunicamycin response, DMSO as zero; activation, % at 20 µM; hit rate 0.33% among 330,000; AID 463104;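 active = versus positive control, 20 µM dose yields 30% or more activation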;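 also: 100% = tunicamycin at 10 µg/mL and 0% = DMSO only wells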
#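 assay system = CHO-XBP1 luciferase reporter cells | amount = 1000 cells/well | buffer or medium = F12 plus 10% FBS | compound dosing = single point, 20 µM final compound, 1% DMSO | incubation = 16-18 h cell attachment at 37 °C, then 6 h compound exposure | detection = Steady-Glo luminescence read | controls = tunicamycin 10 µg/mL and vehicle-only wells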
# Mdm2 MdmX PPI: human Mdm2/MdmX binding inhibition; O15151+Q00987; SaOS-2 split-luciferase Mdm2/MdmX complementation, luminescence; inhibition, % at 8 µM; hit rate 3% among 330,000; AID 485346;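 active = inhibition of at least 50% at 8 µM in the primary screen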
# tim23-1 inh: growth inhibitors of tim23-1 mutant yeast. S. cerevisiae tim23-1 growth, BacTiter-Glo luminescence, 24 h. inhibition, % at 20 µM. hit rate 1.3% among 330,000;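 active = growth inhibition of the mutant yeast at or above 50%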;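 also: temperature-sensitive mutant grown at 25 °C; plate controls were DMSO-treated mutant yeast for no effect and medium wells lacking yeast for full effect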
# APJ ag: APJ receptor agonism. CHO-K1 APJ PathHunter beta-arrestin, luminescence; 0% DMSO wells, 100% apelin. activation, % at 20 µM. hit rate 0.11% among 330,000;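 active = activation more than six SD over the plate average, tested at 20 µM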;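 also: 0% = DMSO alone and 100% = apelin-13 at 10 nM; some results filed as inactive read as strong as hits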
#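 system = engineered CHO-K1 APJ arrestin reporter cells | input = 1000 cells per well | timing = overnight seeding, 90 min compound at 25 °C, 1 h detection | measured by = enzyme-fragment complementation luminescence | read-out = beta-arrestin recruitment to APJ as agonist activity, luminescent signal | control set = negative DMSO alone, positive Apelin-13 at 10 nM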
# * = called active by the depositor.
# The line under a structure holds: Jurkat NFkB inh, APJ antagonist, CHOP UPR activ, 697 NFkB inh, XBP1 UPR activ, Mdm2 MdmX PPI, tim23-1 inh, APJ ag
O=C(NCc1ccc2c(c1)OCO2)C1CCCN1C(=O)Nc1cccc(Cl)c1 (stereo not drawn)
→ 7, 0, -0.1, 8, -1, 21, 6, -3
Cc1cc(C(=O)OCC(=O)Nc2cc(C)on2)c2ccccc2n1
→ 9, -5, -1.7, 15, -3, -12, -4, -1
OCCCNC(=S)NC1CCCC1
→ 0, -1, -3.2, -2, 0, -22, 3, -1
COC(C[C@@H](O)C[C@@H](O)[C@@H](C)OCc1ccccc1)OC
→ -3, -3, 1.1, -19, 0, 0, -2, 2
COc1ccccc1NC(=O)c1nn(C)c(C(=O)Nc2ccccc2OC)c1[N+](=O)[O-]
→ -11, -12, 0.1, -20, 1, -12, 13, -4
COc1ccc(N2C(=O)CC(N3CCN(c4cccc(Cl)c4)CC3)C2=O)cc1 (stereo not drawn)
→ 13, 4, -0.7, 2, -1, 12, 31, -4
CC(C)(CO)NS(=O)(=O)c1ccc2c(c1)Cc1cc(S(=O)(=O)NC(C)(C)CO)ccc1-2
→ -5, -6, 0.3, 8, -1, 7, -6, 2
CCCC(=O)Nc1c2c(nn1-c1ccc(OC)cc1)CS(=O)C2 (stereo not drawn)
→ 3, -23, -1.5, -17, 0, -7, 15, 1
CC(C)CNS(=O)(=O)c1ccc(S(=O)(=O)N2CCCN(Cc3ccccc3)C2)cc1
→ 8, -11, 0.2, 9, -1, 11, -8, -3
CC1(C)CC(=O)C2=C(C1)Nc1ccccc1NC2c1cccc(F)c1 (stereo not drawn)
→ -5, 7, 1.6, 4, -5, -1, 15, 1
CC1=NN(C(=O)c2nn(C)cc2Br)C(O)(C(F)(F)F)C1 (stereo not drawn)
→ -6, 0, 0.8, 5, 3, 17, -1, -4
CCOC(=O)NC(=O)CN1C(=O)NC(C)(c2ccccc2)C1=O (stereo not drawn)
→ 4, 11, 0.9, 5, 0, -20, 13, -4
O=C1CCCN1CCC1CCN(C(=S)Nc2ccc(F)cc2)CC1
→ 11, 6, 0.1, 2, 3, 15, -3, -2
NS(=O)(=O)c1ccc(CCNC(=O)c2ccc(Cl)nc2)cc1
→ 3, 3, 0.7, -5, -1, 12, 4, 2
COc1ccc(Oc2coc3c(CN(C)C)c(O)ccc3c2=O)cc1
→ 8, 4, 0.1, 18, 1, 14, 6, 0

# Arranged by heavy-atom count (rising): some entries from above
# The line under a structure holds: Jurkat NFkB inh, APJ antagonist, CHOP UPR activ, 697 NFkB inh, XBP1 UPR activ, Mdm2 MdmX PPI, tim23-1 inh, APJ ag
NS(=O)(=O)c1ccc(CCNC(=O)c2ccc(Cl)nc2)cc1
→ 3, 3, 0.7, -5, -1, 12, 4, 2
O=C1CCCN1CCC1CCN(C(=S)Nc2ccc(F)cc2)CC1
→ 11, 6, 0.1, 2, 3, 15, -3, -2
O=C(NCc1ccc2c(c1)OCO2)C1CCCN1C(=O)Nc1cccc(Cl)c1 (stereo not drawn)
→ 7, 0, -0.1, 8, -1, 21, 6, -3

# The list continues.
# The line under a structure holds: Jurkat NFkB inh, APJ antagonist, CHOP UPR activ, 697 NFkB inh, XBP1 UPR activ, Mdm2 MdmX PPI, tim23-1 inh, APJ ag
O=C(COC(=O)C1CCN(c2ccc(C(F)(F)F)cn2)CC1)NCc1ccc(F)cc1
→ 15, 12, 0.6, 29, 1, 10, 23, -5
Cc1cccc(NC(=S)NC(=O)c2oc3ccccc3c2C)n1
→ -118, -2, 2.5, -94, 9, 29, 1, -4
CCN(CCCNC(=O)CN1C(=O)COc2ccccc21)c1ccccc1
→ 1, 20, -1.7, -28, -3, 29, 26, -1
CC(=O)N1CCc2cc(S(=O)(=O)CCC(=O)Nc3cccc(F)c3)ccc21
→ 3, 6, -0.5, 8, -2, 30, 9, -5
O=C(N/N=C/c1ccc(Br)cc1)c1ccccc1-n1cccc1
→ 17, 22, -2.6, -11, -1, 24, 54*, -5
CC(C)(C)c1ccccc1OCCOCCSc1ncccn1
→ -14, 7, 0.3, -44, -1, 4, -4, -6
Cc1ccc(C(=O)Nc2ncnc3sc4c(c23)CCCCC4)cc1
→ 15, 4, 3.5, 6, 4, 23, 37, -2
CC(=O)N1CC(C(=O)Nc2ccc3c(c2)OCO3)Oc2ccccc21 (stereo not drawn)
→ -16, 4, 0.9, -23, 3, 18, -10, -3
Cc1ccc(S(=O)(=O)CCC(=O)OCC(=O)NCc2ccccc2)cc1
→ 2, 15, -0.1, 7, 0, 5, 2, -5
O=C(/C=C/c1ccc(F)cc1)OCC(=O)c1ccc[nH]1
→ -6, -4, 4.5, 9, 3, -6, 12, -2
O=[N+]([O-])c1ccc(N2CCN(S(=O)(=O)c3ccc(Cl)c(Cl)c3)CC2)cc1NCCN1CCOCC1
→ 3, 2, 1.3, 14, -1, 17, 16, -3
O=C1Nc2ccccc2C(=O)C1(Cl)Cc1ccccc1 (stereo not drawn)
→ -11, -1, 2.6, 2, -5, 15, 6, -2
Cc1cccc(N2CCCn3c2nc2c3c(=O)n(CCN3CCOCC3)c(=O)n2C)c1
→ 11, 9, 8.0, -34, -2, 19, 14, -2
COCCN1C(=O)C(O)=C(C(=O)c2ccco2)C1c1cccc(Oc2ccccc2)c1 (stereo not drawn)
→ -8, -1, 1.8, 18, -1, 24, 8, 0
COC(=O)C1CCN(S(=O)(=O)c2cn(C)c(=O)n(C)c2=O)CC1
→ 1, 13, -2.1, 8, -4, -7, 16, -8

# 4 of the compounds above, field by field:
Cc1cccc(NC(=S)NC(=O)c2oc3ccccc3c2C)n1
  Jurkat NFkB inh: -118	APJ antagonist: -2	CHOP UPR activ: 2.5	697 NFkB inh: -94	XBP1 UPR activ: 9	Mdm2 MdmX PPI: 29	tim23-1 inh: 1	APJ ag: -4
CCN(CCCNC(=O)CN1C(=O)COc2ccccc21)c1ccccc1
  Jurkat NFkB inh: 1	APJ antagonist: 20	CHOP UPR activ: -1.7	697 NFkB inh: -28	XBP1 UPR activ: -3	Mdm2 MdmX PPI: 29	tim23-1 inh: 26	APJ ag: -1
CC(=O)N1CCc2cc(S(=O)(=O)CCC(=O)Nc3cccc(F)c3)ccc21
  Jurkat NFkB inh: 3	APJ antagonist: 6	CHOP UPR activ: -0.5	697 NFkB inh: 8	XBP1 UPR activ: -2	Mdm2 MdmX PPI: 30	tim23-1 inh: 9	APJ ag: -5
O=C(N/N=C/c1ccc(Br)cc1)c1ccccc1-n1cccc1
  Jurkat NFkB inh: 17	APJ antagonist: 22	CHOP UPR activ: -2.6	697 NFkB inh: -11	XBP1 UPR activ: -1	Mdm2 MdmX PPI: 24	tim23-1 inh: 54*	APJ ag: -5

# (continued)
# The line under a structure holds: Jurkat NFkB inh, APJ antagonist, CHOP UPR activ, 697 NFkB inh, XBP1 UPR activ, Mdm2 MdmX PPI, tim23-1 inh, APJ ag
S=C(NCCOCCOCCNC(=S)Nc1ccccc1)Nc1ccccc1
→ 0, 13, -0.7, 8, -4, 12, 9, -2
CCCCC(CC)C(=O)Nc1ccc(C#N)cc1 (stereo not drawn)
→ 6, 23, -1.4, 5, -3, -21, 25, -1
O=C(Nc1ccnn1C1CCN(C2CCCC2)CC1)c1ccccc1
→ 7, 13, -0.1, 6, -5, 11, 20, -3
COCc1nnc(NC(=O)CCc2ccc(OC)cc2)s1
→ -8, -11, -0.3, 14, -3, 11, -1, -3
CCOC(=O)c1ncccc1NC(=O)CC(=O)Nc1cccnc1C(=O)OCC
→ 4, 6, 1.8, -2, 0, 20, -3, 2
CCOC(=O)CCc1n[nH]c(=O)[nH]c1=O
→ 2, -1, 0.1, 19, 0, 9, 8, -1
Cc1ccc(-c2cc(C(=O)N3CC(C)CC(C)C3)c3ccccc3n2)o1 (stereo not drawn)
→ 11, 28, 0.0, 14, -3, 29, 37, -6
COc1ccc(OCc2n[nH]c(=S)n2-c2ccc(C)cc2)cc1
→ 8, -12, -0.4, 1, 0, 16, 12, -3
O=C(Cn1c2ccccc2c2nc3n(c(=O)c21)CCS3)Nc1ccccc1C(F)(F)F
→ -17, -4, -0.8, 3, 4, 8, 25, -2
CN(C)S(=O)(=O)c1ccc2c(c1)Cc1cc(S(=O)(=O)N(C)C)ccc1-2
→ -1, 1, 0.5, 25, 1, 33, 17, -2
CCN(CC)CCCNC(=S)N1CCn2c(nc3ccccc32)C1
→ -3, 26, 2.9, 2, -2, 17, -3, -4
CC[C@@]1(C(=O)OC)N[C@H](CN(C)C(=O)Nc2ccc(C(F)(F)F)cc2)[C@@H]2C(=O)N(Cc3ccccc3)C(=O)[C@@H]21
→ -6, 1, 0.8, -4, -3, 84*, -3, -1
CC(OC(=O)c1ccccn1)C(=O)Nc1ccc2c(c1)OCCO2 (stereo not drawn)
→ -1, 7, -0.1, 4, 1, -10, 9, -3
COc1cccc(OCC(=O)NC2CCCCC2)c1
→ 0, 6, 2.8, -11, -3, -22, 21, -2
COc1ccccc1NS(=O)(=O)c1cc(NC(=O)C2CCCC2)ccc1N1CCOCC1
→ 15, 15, -2.4, 10, -1, 21, 13, -3
O=C(NCn1ccc(=O)[nH]c1=S)c1ccccc1
→ 0, 10, -4.3, 9, -1, 6, 2, -1
O=C(c1cccs1)N1CC=C(c2ccccc2)CC1
→ -15, 21, 1.6, -6, 3, -28, 31, -2
C=CCOc1ccccc1CN1CCC(Oc2ccc(C(=O)N3CCCCC3)cc2)CC1
→ -14, 14, 1.2, 10, -6, 24, -15, -4
O=C(Nc1cnc2ccccn2c1=O)c1ccc(Cl)cc1Cl
→ -32, 21, -8.0, -98, -7, 34, -4, -1
NNC(=O)COc1cccc(C(F)(F)F)c1
→ -5, 11, -0.3, 11, 3, 8, 3, -3
CCC(C)C(NC(=O)OCc1ccccc1)C(=O)NC(Cc1ccc(O)cc1)C(=O)OC (stereo not drawn)
→ 12, -21, 0.4, 10, 1, 22, -6, 1
Cc1nc(C)n(CCNC(=O)c2ccco2)n1
→ -6, 2, 1.0, -4, -2, 21, -5, -4
COc1ccc(N(CC(=O)N2CCN(c3ccccc3)CC2)S(=O)(=O)c2c(C)noc2C)cc1
→ 4, 7, 2.7, -1, 0, -7, 32, -6
CCNc1nc(NC(C)C)nc(OCCNS(=O)(=O)c2cc(C)ccc2C)n1
→ 20, 10, -2.7, 9, -1, 0, 3, -3
COc1cnc(N(C)C)nc1Sc1ccc(Cl)cc1
→ 16, -1, 0.9, 8, 1, -11, 9, 5
CCOc1ccc(NC(=S)Nc2cc(C)[nH]n2)cc1
→ -24, 7, 2.5, -4, 1, -13, 4, -2
COc1ccccc1NC(=O)CN(c1ccccc1F)S(C)(=O)=O
→ -6, 1, 0.1, 6, -2, 12, 10, -2
O=C(Nc1nn[nH]n1)c1cc(-c2ccc(Cl)c(Cl)c2Cl)nc2ccccc12
→ 3, 2, 0.1, 2, -1, 19, 8, -5
COc1ccc(CCC(=O)Nc2ccc(Cn3ccnc3)cc2)cc1
→ -22, -28, -0.4, 9, -3, -4, 0, -3
CCOC(=O)CC(=O)CSc1nc2c(C)c(C)ccc2cc1C
→ -2, 2, -0.2, 4, -2, 26, 16, -3
C=CCOc1ccc(/C=C2\SC(N)=NC2=O)cc1OC
→ -4, -8, 2.7, 6, 4, 14, 7, 0
O=C(NC1CCCCC1)C(c1ccccc1)N(Cc1ccco1)C(=O)c1csnn1 (stereo not drawn)
→ 0, 15, 0.7, 1, 0, -14, 14, 0
Cc1nc2c(C)cccc2cc1C(=O)N/N=C/c1cccc([N+](=O)[O-])c1
→ 26, -1, 0.7, -6, -1, 26, 32, 0
